mcGAS inh – cyclic GMP-AMP synthase inhibitors, mouse, primary biochemical chemiluminescence | Q8C6L5 | recombinant cGAS, Kinase-Glo ATP depletion luminescence | inhibition, % at 12.5 µM | hit rate 0.15% among 160,000;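 note: 0% = negative control wells and 100% = reference inhibitor with no enzyme activity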
hcGAS lum – Primary biochemical luminescence assay for human cyclic GMP-AMP synthase inhibitors; recombinant h-cGAS, ATP depletion, Kinase-Glo luminescence; inhibition, % at 12.5 µM; hit rate 0.081% among 290,000; AID 1259398, 2018;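 note: 0% = vehicle reaction and 100% = reaction without DNA for no activity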
Target sequence (Q8N884 whole entry, looked up): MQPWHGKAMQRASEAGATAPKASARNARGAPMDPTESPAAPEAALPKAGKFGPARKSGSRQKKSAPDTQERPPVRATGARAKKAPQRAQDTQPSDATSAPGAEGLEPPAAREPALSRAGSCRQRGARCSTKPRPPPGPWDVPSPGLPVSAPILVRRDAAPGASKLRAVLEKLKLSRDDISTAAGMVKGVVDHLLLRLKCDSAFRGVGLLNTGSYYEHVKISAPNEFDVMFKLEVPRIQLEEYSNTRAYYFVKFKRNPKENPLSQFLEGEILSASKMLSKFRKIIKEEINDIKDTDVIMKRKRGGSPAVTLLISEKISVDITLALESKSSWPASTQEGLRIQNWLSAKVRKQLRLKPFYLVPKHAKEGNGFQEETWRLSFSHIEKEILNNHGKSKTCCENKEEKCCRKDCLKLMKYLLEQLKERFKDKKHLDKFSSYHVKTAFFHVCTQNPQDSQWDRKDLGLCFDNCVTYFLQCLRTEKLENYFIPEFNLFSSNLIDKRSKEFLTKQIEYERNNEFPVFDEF
NPYLR7 ag – agonists of mosquito NPYLR7 receptor, primary screen, cell-based, Aedes aegypti, calcium fluorescence, mosquito biting behavior. Aedes aegypti neuropeptide Y-like receptor 7 (NPYLR7). HEK293T NPYLR7/Galpha15, GCaMP6s calcium fluorescence. activation, % at 10 µM. hit rate 0.15% among 270,000. AID 1259423, 2018; in the data active = activation above about 40%;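 note: 0% = vehicle and 100% = reference agonist at the receptor; some compounds past the cut are filed as inactive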
The depositor's hits bear a star; . = not tested or not shown; & = joins results of further samples. Cut-off read from the data, not from the text of the source, unless noted: active = inhibition above about 40%; inactive = the rest.

SMILES	mcGAS inh	hcGAS lum	NPYLR7 ag
O=C(c1ccccc1)N1N=C(c2ccc(F)cc2)CC1c1ccc2nccnc2c1 (stereo unspecified)	-7	-1	-1
CC(C)(C)c1ccc(C(=O)N2CCC2(C)C(=O)NS(=O)(=O)c2ccc(C(C)(C)C)cc2)cc1 (stereo unspecified)	.	-8	1
CN(C)C(=O)N(CC(=O)N1CCc2sccc2C1c1ccc(Cl)cc1Cl)Cc1ccco1 (stereo unspecified)	-4	-6	10
Cc1ccc(C(C(=O)N(C)CC2CCN(CCc3cccc(F)c3)CC2)N(C)C)cc1 (stereo unspecified)	.	-9	9
Cc1cc(O)c(C(c2ccccc2)N2CCN(c3ccccn3)CC2)c(=O)n1Cc1ccccc1 (stereo unspecified)	.	-10	6
COc1ccc(Cl)cc1CC1(C)C(=O)Nc2c(Cl)cccc21 (stereo unspecified)	-2	1	4
COC(=O)c1ccc(NC(=O)CSc2nccn3nc(-c4ccccc4)cc23)cc1	0	-1	-3
O=C1c2ccccc2C(=O)N1OS(=O)(=O)c1ccc(F)cc1	.	5	-7
COCc1nc(N2C[C@H]3CC=CC[C@H]3C2)c2cnn(C)c2n1	-18	1	3
C1COC(c2nc(CNC3CCC4(CCNCC4)CC3)no2)C1 (stereo unspecified)	.	-7	5
Cc1cc(C(C)(C)C)cc(C)c1CSCC(=O)Nc1c(C)n(C)n(-c2ccccc2)c1=O	-5	-8	8
COc1ccc(S(=O)(=O)N2CCN(C(=O)N3CCCCC3)CC2)cc1[N+](=O)[O-]	.	7	-3
Cc1ccccc1CC1(CO)CCCN(c2cc(C(=O)NC3CC3)ccn2)C1 (stereo unspecified)	-8	-5	22
O=C(/C=C/c1ccco1)Nc1[nH][nH]c(=O)c1-c1ccccc1	.	-4	2
COc1ccccc1C1NC(=O)N(C)C2=C1C(=O)N(CC(=O)NCc1ccco1)C2 (stereo unspecified)	-4	-6	-1
Cc1nc(C2CCCN2)n(-c2cccc3ccccc23)n1 (stereo unspecified)	-10	-4	13
CSc1cc(-c2ccc(Cl)cc2)no1	.	-5	7
Cc1nn(CC(=O)N2CC(C)OC(C)C2)c(=O)c2c1cnn2-c1ccccc1 (stereo unspecified)	.	-4	7
Cn1c(=O)n(CN2CCN(S(=O)(=O)c3c(Cl)cccc3Cl)CC2)c2ccccc21	-5	-2	2
CC(C)Oc1cc(Br)cc(C(=O)N2CCC(O)CC2)c1	-16	-5&-11	-5&7
CC(CC(=O)N(CC#Cc1ccccc1)C1CCCC1)n1cccn1 (stereo unspecified)	.	1	12
CN(C)c1ccc(-c2nnc(C3CCc4nnc(C5CC5)n4C3)o2)cn1 (stereo unspecified)	.	18	1
Cc1nnc(Sc2cnc3ccccc3n2)n1N	2	5	-11
Cc1ccc(-n2c(CCC(=O)NC3CCCc4ccccc43)cc3c2-c2ccccc2OC3)c(F)c1 (stereo unspecified)	1	4	-1
O=C(NCCc1nnc2n1CCNCC2)c1cc2ccccc2[nH]1	.	-7	1
O=C(COc1coc(CN2CCc3ccccc32)cc1=O)N1CCC(Cc2ccccc2)CC1	-7	-4	15
COc1cccc(-c2cccc(CN3C[C@H]4C[C@H](O)[C@H](O)C[C@H]4C3)c2)c1	-1	4	0
CCCCCC(=O)NCC1CN(C(C)=O)CCO1 (stereo unspecified)	.	-11	8
COC1CCCC(OC(=O)c2ccc(S(=O)C(C)C)cc2)C1 (stereo unspecified)	.	-6	5
O=C(CCN1CCCCO1)NC1CCCN(CC2CCCCC2)C1 (stereo unspecified)	.	1	7
Cc1cc(N(C)Cc2nc3ccsc3c(=O)[nH]2)nc(-c2cccnc2)n1	.	7	0
COCc1nnc2sc(/C=C/c3ccccc3OC)nn12	-5	-2	-3
COc1ccc(CCNC(=O)c2ccccc2N2CCC(NC(=O)Nc3ccc(C)cc3)CC2)cc1OC	-4	-3	-1
CC(=O)Nc1ccc(CN2C(=O)C(C)(C)ON=C2c2ccc(C(F)(F)F)cc2)cc1	.	1	2
Cc1ccc(F)c(CC(=O)N2CCOC(COCc3ccccc3F)C2)c1F (stereo unspecified)	.	-5	21
O=C1/C(=C\C=C\c2ccccc2)SC(=S)N1Cc1ccc(Cl)c(Cl)c1	-5	-2	-9
COC(=O)c1ccc(-c2ccc(/C=C3/NC(=S)NC3=O)o2)cc1	-6	-2	5
Oc1ccccc1-c1nc2c3cnn(-c4cccc(Cl)c4)c3ncn2n1	-5	-1	-5
CCCCS(=O)(=O)NC(C)C(=O)N1CCC(OC)CC1 (stereo unspecified)	.	-2	1
COc1cccc(-n2nnc3c(=O)[nH]cnc32)c1	.	-15	-5
CCOc1cccc2sc(N(CCCN(C)C)C(=O)c3ccc(Cl)s3)nc12	-8	-7	4
COc1ccnc(NC(=O)C2(C)CCN2C(C)C)c1C#N (stereo unspecified)	-7	-8	1
CCOC(=O)CCC(=O)N1CCN(CCCOC(c2ccc(Cl)cc2)c2ccc(Cl)cc2)CC1	-8	-7	18
COCC(=O)N[C@@H]1C[C@@H]2CO[C@H](c3ccccc3)C[C@@H]2C1	-6	-6	4
Fc1cccc(Cl)c1-c1nccn1CCc1ncc[nH]1	.	-6	13
O=C(O)c1coc(CN(Cc2ccc3c(c2)OCO3)Cc2ccc(Cl)cc2Cl)n1	-3	-1	11
Nc1nc(SCC(=O)NCc2ccc(F)cc2)[nH]c(=O)c1NC(=O)c1ccccc1	-9	-8	-1
COCCSc1nnc(-c2cn(C)nc2OC)n1CCOC	-8	-6	5

An excerpt of these results, with bars between the fields.
structure | mcGAS inh | hcGAS lum | NPYLR7 ag
COc1ccc(CCNC(=O)c2ccccc2N2CCC(NC(=O)Nc3ccc(C)cc3)CC2)cc1OC | -4 | -3 | -1
CC(=O)Nc1ccc(CN2C(=O)C(C)(C)ON=C2c2ccc(C(F)(F)F)cc2)cc1 | . | 1 | 2
Cc1ccc(F)c(CC(=O)N2CCOC(COCc3ccccc3F)C2)c1F (stereo unspecified) | . | -5 | 21
O=C1/C(=C\C=C\c2ccccc2)SC(=S)N1Cc1ccc(Cl)c(Cl)c1 | -5 | -2 | -9
COC(=O)c1ccc(-c2ccc(/C=C3/NC(=S)NC3=O)o2)cc1 | -6 | -2 | 5
Oc1ccccc1-c1nc2c3cnn(-c4cccc(Cl)c4)c3ncn2n1 | -5 | -1 | -5
CCCCS(=O)(=O)NC(C)C(=O)N1CCC(OC)CC1 (stereo unspecified) | . | -2 | 1
COc1cccc(-n2nnc3c(=O)[nH]cnc32)c1 | . | -15 | -5
CCOc1cccc2sc(N(CCCN(C)C)C(=O)c3ccc(Cl)s3)nc12 | -8 | -7 | 4
COc1ccnc(NC(=O)C2(C)CCN2C(C)C)c1C#N (stereo unspecified) | -7 | -8 | 1
CCOC(=O)CCC(=O)N1CCN(CCCOC(c2ccc(Cl)cc2)c2ccc(Cl)cc2)CC1 | -8 | -7 | 18
COCC(=O)N[C@@H]1C[C@@H]2CO[C@H](c3ccccc3)C[C@@H]2C1 | -6 | -6 | 4
Fc1cccc(Cl)c1-c1nccn1CCc1ncc[nH]1 | . | -6 | 13
O=C(O)c1coc(CN(Cc2ccc3c(c2)OCO3)Cc2ccc(Cl)cc2Cl)n1 | -3 | -1 | 11

Further compounds.
SMILES	mcGAS inh	hcGAS lum	NPYLR7 ag
CN1CCC2(CC1)CCN(c1ncc(F)c(N3CCOCC3)n1)C2	.	2	-5
COc1ccccc1/C=C/C=C1\N=C(c2ccc(OC)c([N+](=O)[O-])c2)OC1=O	-6	-5	0
Cc1ccc(NC(=O)NC(=O)CN(Cc2ccco2)C2CC2)cc1C	.	-12	3
CNC(=O)CN(c1ccccc1C(=O)NC)S(=O)(=O)c1ccc(OC)cc1	.	-3	6
NC(=O)c1cc2ncc(Br)cn2n1	-3	-1	4
O=S(=O)(c1ccccc1Cl)N1CCN(Cc2cc(-c3ccccc3)no2)CC1	-7	-6	0
CSc1ncccc1C(=O)OCc1cc(-c2ccco2)on1	.	-7	-2
COC(=O)CCC1CCCCN1C(=O)c1cc2ccccc2[nH]c1=O (stereo unspecified)	.	-7	-2
Nc1c(N(CCO)CCCOc2ccccc2)c(=O)[nH]c(=O)n1Cc1ccccc1	-8	-8	1
Cc1cc(C)c2cc(C(=O)OCC(=O)N(C)C3(C#N)CCCCC3)[nH]c2c1	.	-4	2
COc1ccccc1-c1nc2cc(C)ccn2c1NC(=O)C1CCCCC1	-7	-4	-12
COC(=O)c1occc1CN(C)c1ccccc1	.	-11	4
CCOc1ccc(-n2nnc3c(N4CCN(C(=O)CCC5CCCCC5)CC4)ncnc32)cc1	-3	-3	-14
CCN1C(=S)NC(c2ccc(NS(C)(=O)=O)cc2)C(C(=O)OC)=C1C (stereo unspecified)	-2	-1	14
CCCn1c(O)c(N=NC(=O)c2ccc(C)cc2)c2ccccc21	-2	-1	0
CCOc1ccccc1CNCCNc1ccccn1	.	-8	-5
O=P(O)(O)C(Nc1cccc(Cl)c1)c1cccc(F)c1 (stereo unspecified)	.	-3	2
O=[N+]([O-])c1ccccc1C=Nc1ccc(N=Cc2ccccc2[N+](=O)[O-])cc1	-7	-5	-7
COc1ccc(S(=O)(=O)N2CCCOC2CNC(=O)C(=O)NCCC2=CCCCC2)cc1C (stereo unspecified)	.	-5	0
Cc1ccccc1S(=O)(=O)N1CCC(CCc2ccc3c(c2)OCO3)CC1	-7	-5	1
Cc1cc(NC(=O)C(C)NC2CCSc3ccc(Cl)cc32)no1 (stereo unspecified)	.	-12	-4
CC(Sc1nc(N)nc2nc[nH]c12)C(=O)N1CCN(Cc2ccc3ccccc3c2)CC1 (stereo unspecified)	.	-4	10
CC(C)c1cc(Br)c(NC(=O)N[C@H](C)C(=O)N2CCC(C(=O)N3CCCCC3)CC2)c(Br)c1	-6	-3	19
COc1ccc(C(Cl)Cl)c(C(=O)O)c1	.	-6	-4
CCc1nc(N=C(N)N)nc2cc(C)ccc12	.	4	62*
O=C(Nc1ccc(SCCN2CCCCC2)nn1)c1ccccc1	-6	-5	3
O=C(CSc1nnc(NC(=O)c2cccs2)s1)Nc1ccccc1F	-5	-6	3
CCOC(=O)c1nn(-c2ccc(C)cc2)c(=O)cc1OCC(=O)NCc1ccc(C)cc1	.	-3	8
O=C(c1ccco1)N1CCN(C(=O)c2ccco2)CC1	.	-7&-8	21&3
CCCCOc1ccc(-c2nc(C=Nc3cc(C)on3)c(O)o2)cc1	1	4	-1
Cc1ccc(CNc2ccccc2COCC(O)CN(C)C2CCCCC2)o1 (stereo unspecified)	.	3	-3
CC(=O)NC1C(OC(C)C)OC(CO)C(O)C1O (stereo unspecified)	.	-4	-1
O=C1CC(N2CCN(c3ccc(F)cc3)CC2)C(=O)N1Cc1ccc(Cl)cc1 (stereo unspecified)	-5	-1	-2
CCN(C)Cc1ccc(-c2nc(-c3ccncc3)cc(=O)[nH]2)cc1	-17	-1	3
COc1ccc(C)cc1NC(=O)c1nn(-c2ccccc2)c(=O)cc1OC	.	-6	2
Cc1ccc(NC(=O)CN(C)S(=O)(=O)c2ccc3c(c2)CC(=O)N3C)cc1	-5	-3	1
Cc1cc(C)n2nc(C(=O)N/N=C\c3ccccc3Cl)nc2n1	-7	-1	-12
O=[N+]([O-])c1ccc(Cl)c(C2Nc3cccc4cccc(c34)N2)c1	.	-5	4
O=C(Nc1cccc(C(F)(F)F)c1)c1c[nH]c2ccc(S(=O)(=O)N3CCc4ccccc4C3)cc2c1=O	.	-5	-6
COc1cc(C)c(-c2nc(CN3CCN(c4nc5ccccc5s4)CC3)c(C)o2)cc1C	-11	-9	24
CC(=O)Nc1ccc(S(=O)(=O)N(CC(=O)N(Cc2ccc(F)cc2)Cc2sccc2C)C2CCCCC2)cc1	-5	-6	5
COc1ccc(C(=O)NNC(=O)c2cccs2)c(OC)c1	-6	-7	-3
CNC(=O)CN1CCN(Cc2csc3ccccc23)CC1	-2	1	-5
c1coc(CN2CCC(NC3CCCN(c4nc5ccccc5s4)C3)CC2)c1 (stereo unspecified)	.	-2	6
OCc1ccc(CN2CCc3c([nH]c4ccccc34)C2c2c(F)cccc2Cl)o1 (stereo unspecified)	-9&2	-7&7	2&14
CC(C)(C)CC(=O)N1CCN(c2nccc(-c3ccco3)n2)CC1	1	3	-3
Cn1nc(C(=O)NC2CCCC2)ccc1=O	.	-4	2
CCc1[nH]c2ccc(CNC(=O)c3ccn4nnnc4c3)cc2c1C	.	-6	4
O=C(C=c1[nH]c(=O)c(=Cc2ccc3c(c2)OCCO3)s1)c1ccc(Cl)cc1	.	-6	-1
COCCN(Cc1cccs1)C(=O)c1c(C)nc2ncccn12	.	-5	-1
COCCCNc1nc2nonc2nc1N1CCC(c2ccncc2)CC1	.	-8	7
CC(=O)Nc1ccc(S(=O)(=O)N(C#N)c2nc(C)cc(C)n2)cc1	1	1	0
CN(C(=O)CSc1nc(=O)n2cc(Cl)ccc2n1)c1ccccc1	.	-2	17
COCCO[C@H]1[C@H](NC(=O)C(C)C)c2ccccc2C12CCN(C(=O)c1cccnc1SC)CC2	-12	-10	18
C=CCOCC(O)CN(CCC(C)C)Cc1ccccc1OC (stereo unspecified)	0	-1	-21
Cc1nc2ccc(Nc3ncnc4sc5c(c34)CCC5)cc2s1	.	-8	-6
Cc1ccc(OCC(=O)Nc2cc(C)on2)cc1	.	-2	-5
Cn1nc(C(=O)NNC(=O)c2csc(N3CCOCC3)n2)ccc1=O	.	-15	9
CC(NCc1ncc[nH]1)c1cccc(C(F)(F)F)c1 (stereo unspecified)	.	0	-9
O=C(O)Cc1ccc(F)c(-c2cccc3ccnn23)c1	-16	-2	25
O=C(CSc1ccc2nnc(CCNC(=O)c3ccc(F)cc3)n2n1)c1ccccc1	-7	-7	3
CC(C)(C)n1ncc2c(=O)n(NC(=O)Cc3cccs3)cnc21	.	-12	2
